ATXN viability = Viability Counterscreen for Primary qHTS for Inhibitors of ATXN expression; Potency, µM (highest dose often 56.7 µM), most hits filed as cytotoxic; S2 cells (HEK-293 line with an ATXN2-luciferase reporter) viability, CellTiter-Fluor protease fluorescence, 24 h; hit rate 0.49% among 400,000; further: potency means the concentration at half of the fitted maximal effect; nearly all actives have a fitted effect of over 40% in size
Nrf2 ARE act = qHTS of Nrf2 Activators; AREc32 ARE-luciferase reporter (MCF7-derived line), luminescence, 24 h; Potency, µM (highest dose often 46.1 µM), inactives show at the top dose activation, usual class: activators; hit rate 0.31% among 410,000; AID 624171, 2012; further: potency means the concentration at half of the fitted maximal effect; % of control where 0% means no effect; nearly all actives have a fitted effect of over 65% in size
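For detection, Steady-Glo was added and plates sat 30 min at RT; before that, AREc32_Fluc cells grown overnight in OPTI-MEM/5% FBS had been treated with 23 nL compound for 24 hr at 37 deg C.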
IL-2 act = qHTS of IL-2 Activators | IL-2 activation reporter assay, cell-based qHTS; stimulated with anti-CD3/CD4/CD28 beads; in transgenic mouse T cells | activation, % (series mostly up to about 46 µM) | hit rate 0.065% among 360,000 | AID 652025, 2013; in the data active means activation above about 50%; inconclusive means mostly about 30% to 49%; further: 0% is about no effect
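Screening format: compound pinned onto unstimulated transgenic mouse T cells, 60 min incubation, then anti-CD3/anti-CD4/anti-CD28 bead stimulation for 18 hours at 37 degrees C, followed by EGFP and DsRed detection.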
EPAC2 agonist = qHTS for Agonist of cAMP-regulated guanine nucleotide exchange factor 4 (EPAC2): primary screen; Potency, µM (top dose mostly 154 µM), without a hit: at the highest dose activation, hits mostly activators; hit rate 0.079% among 360,000; Rap guanine nucleotide exchange factor 4 (Homo sapiens), Q8WZA2; EPAC2 activation, biochemical qHTS; response scale: 100% = 6.5 mM cAMP response; AID 720711, 2013; further: potency means the concentration at half of the fitted maximal effect; nearly all actives have a fitted effect of over 50% in size
Target sequence (Q8WZA2 whole entry, looked up): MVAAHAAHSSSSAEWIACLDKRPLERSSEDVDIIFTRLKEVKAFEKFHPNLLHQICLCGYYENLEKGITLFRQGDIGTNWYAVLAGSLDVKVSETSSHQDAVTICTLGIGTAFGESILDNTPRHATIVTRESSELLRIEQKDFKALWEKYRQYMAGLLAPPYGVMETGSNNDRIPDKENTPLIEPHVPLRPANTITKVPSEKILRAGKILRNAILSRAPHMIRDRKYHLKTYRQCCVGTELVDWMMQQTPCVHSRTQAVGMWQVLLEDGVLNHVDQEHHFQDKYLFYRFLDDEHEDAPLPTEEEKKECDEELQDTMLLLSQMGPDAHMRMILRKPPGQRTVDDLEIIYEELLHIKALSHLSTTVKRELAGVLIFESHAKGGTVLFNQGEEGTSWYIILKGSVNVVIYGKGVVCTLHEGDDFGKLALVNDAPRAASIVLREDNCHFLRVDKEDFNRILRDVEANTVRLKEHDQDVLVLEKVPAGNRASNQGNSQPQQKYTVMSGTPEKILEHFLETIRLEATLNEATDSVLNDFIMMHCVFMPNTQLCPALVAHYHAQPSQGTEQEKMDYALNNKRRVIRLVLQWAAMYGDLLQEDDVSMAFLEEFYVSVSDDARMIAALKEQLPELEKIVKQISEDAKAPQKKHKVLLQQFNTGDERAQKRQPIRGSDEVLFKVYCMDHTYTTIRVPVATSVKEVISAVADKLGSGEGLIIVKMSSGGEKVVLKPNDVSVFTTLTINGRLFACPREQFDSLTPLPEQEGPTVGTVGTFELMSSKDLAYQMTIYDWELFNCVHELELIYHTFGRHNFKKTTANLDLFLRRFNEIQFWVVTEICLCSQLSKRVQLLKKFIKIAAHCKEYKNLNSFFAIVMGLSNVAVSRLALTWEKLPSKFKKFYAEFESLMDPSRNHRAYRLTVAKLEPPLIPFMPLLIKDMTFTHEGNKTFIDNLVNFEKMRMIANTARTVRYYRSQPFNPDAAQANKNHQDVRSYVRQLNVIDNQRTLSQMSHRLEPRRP
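Each well held 100 nM EPAC2, 250 nM RAP1B-BODIPY-GDP and 50 uM GDP. Fluorescence, read at 5-min intervals to 30 min, was referenced to a 6.5 mM cAMP positive control.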
ATXN2 expr inh = Primary qHTS for Inhibitors of ATXN expression | HEK-293 ATXN2-luciferase reporter, luminescence, 24 h | Potency, µM (doses to about 57 µM), for the others: at the highest dose activity change, negative = inhibition, hits mostly inhibitors | hit rate 0.72% among 360,000; further: potency means the concentration at half of the fitted maximal effect; on the % scale 0 is the no-effect control and ±100 the full control effect; nearly all actives have a fitted effect of over 55% in size
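ATXN2-luciferase reporter cells (luciferase flanked by upstream and downstream ATXN2 gene portions) were treated 24 h at 37 °C with compounds at up to 57 uM. SteadyGlo luminescence gave expression; GF-AFC fluorescence gave viability.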
TGFb SMAD3 inh = qHTS for Inhibitors of TGF-b; HepG2 CAGA-GFP TGF-b/SMAD3 reporter, GFP fluorescence, 18 h; TGF-beta stimulated, 500 pg/mL final; Potency, µM (series often up to 46.1 µM), inactives show at the highest dose activity, negative = inhibition, most hits filed as inhibitors; hit rate 1.2% among 410,000; AID 588855, 2011; further: potency means the concentration at half of the fitted maximal effect; on the % scale 0 is the no-effect control and ±100 the full control effect; nearly all actives have a fitted effect of over 65% in size
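HEPG2 CAGA-GFP cells (1000/well, DMEM with 1% FBS) were pre-incubated 2 h at 37 degrees C, given compound by pin tool, then stimulated with TGF-beta at 500 pg/mL final for 18 h before per-cell GFP fluorescence imaging.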
A549 viability = Nrf2 qHTS screen for inhibitors: counterscreen for cytotoxicity. A549 ARE-Fluc cells, CellTiter-Fluor viability, 18-24 h. Potency, µM (series often up to 46 µM), for the others: at the top dose activity change, negative = cytotoxicity, usual class: inhibitors. hit rate 0.16% among 390,000. AID 504648, 2011; further: potency means the concentration at half of the fitted maximal effect; on the % scale 0 is the no-effect control and ±100 the full control effect
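Cytotoxicity counterscreen: CellTiter-Fluor fluorescence was measured in A549 ARE_Fluc cells after 18-24 h of compound exposure in a concentration series. The subsequent BugLite luminescent read reports ARE-luciferase activity.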
HepG2 viability = qHTS for Inhibitors of TGF-b: Cytotox Counterscreen; HepG2 CAGA-GFP viability, ATP luminescence, 18 h; Potency, µM (doses to about 46.1 µM), for inactives: at the highest dose activity change, negative = cytotoxicity, most hits filed as cytotoxic; hit rate 0.76% among 410,000; AID 588856, 2011; further: potency means the concentration at half of the fitted maximal effect; some results filed as inactive show a strong effect at the top dose
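HepG2 CAGA-GFP cells (1000/well, DMEM with 1% FBS) received compound, then TGF-beta at 500 pg/mL final, and were incubated 18 hours at 37 degrees C. Viability was read by CellTiter-Glo luminescence. Media-only wells were set as complete cell-killing and DMSO as no toxicity.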
Nrf2 block = Nrf2 qHTS screen for inhibitors | AID 504444, 2011 | hit rate 2.1% among 360,000 | A549 ARE-Fluc reporter, luciferase luminescence, 18-24 h | Potency, µM (doses to about 46 µM), for the others: at the top dose activity change, negative = inhibition, actives largely listed as inhibitors; further: potency means the concentration at half of the fitted maximal effect; on the % scale 0 is the no-effect control and ±100 the full control effect; nearly all actives have a fitted effect of over 60% in size
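Nrf2 activity is the BugLite luminescence, read 15 min after reagent at room temperature, following CellTiter-Fluor cytotoxicity readout (30 min, 37C). Compound titrations were applied for 18-24 h to 5000 A549 ARE_Fluc cells/well in 5% FBS OPTI-MEM.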
The depositor's hits bear a star; i = inactive; ? = inconclusive; nt = no result given; & = joins results of further samples; [ ] = dose if it differs, or a comment. Unless noted, the call rests on the fitted dose curve; in most records, active means well fitted curve in the direction sought with a large enough effect; inconclusive means small, poorly fitted or top-dose-only effect, or another doubt; inactive means no such curve, though single readings can be large; an effect the other way counts as inactive or inconclusive.

SMILES	ATXN viability	Nrf2 ARE act	IL-2 act	EPAC2 agonist	ATXN2 expr inh	TGFb SMAD3 inh	A549 viability	HepG2 viability	Nrf2 block
O=C(COC(=O)Cc1n[nH]c(=O)c2ccccc12)Nc1ncc(Cl)cc1Cl	i	0.1%	0.6	0%	nt	-3%	0%	-15%	1%
CCCCOC(=O)/C=C\C(=O)NC(N)=O	i	16µM*	-1.5	1%	?	?	-3%	-22%	-12%
COc1cc(C(=O)NCCC(=O)NCCN2CCOCC2)cc(OC)c1OC	i	0.0%	-2.6	-1%	1%	5%	17%	-13%	nt
CCCOc1cccc(C(=O)Nc2cccc(NC(=O)c3ccc(Cl)cc3Cl)c2)c1	i	0.9%	nt	nt	9%	?	-5%	-43%	?
N#Cc1c(N)n[nH]c1Cc1cccc2ccccc12	i	0.8%	-0.6	3%	4%	4%	0%	8%	-9%
O=C(COC(=O)/C=C/c1ccc([N+](=O)[O-])cc1)NCC1CCCO1 (centres undefined)	i	3.4%	-3.8	6%	-30%	4%	1%	-21%	-18%
CC(=O)c1ccccc1C(=O)N1CCCC(C(=O)c2ccc(C(F)(F)F)cc2)C1 (centres undefined)	i	1.1%	-1.5	-4%	4%	?	1%	-7%	?
COC(=O)c1ccccc1NC(=O)c1ccc(COc2ccccc2Cl)o1	i	0.9%	nt	nt	8%	-3%	1%	3%	?
Cc1cccc(C(=O)N=c2c(C#N)cc3c(=O)n4cccc(C)c4nc3n2Cc2ccco2)c1	i	5.9%&6.1%	-0.5&-0.2	-1%&-1%	-25%&-4%	?	9%	13%&-14%	?
COC(=O)[C@H](CC(C)C)NC(=O)/C=C/[C@H]1O[C@@H](n2ccc(=O)[nH]c2=O)[C@H](O)[C@@H]1O	i	-0.8%	-0.8	4%	3%	-10%	nt	-2%	nt
COCc1ccc(CN2CCC(n3nccc3NC(=O)CCCc3ccccc3)CC2)o1	i	0.3%	-1.7	0%	-12%	5%	2%	2%	5%
O=C(NCc1ccco1)c1cccc(-c2ccc3nncn3c2)c1	i	?	0.1	-12%	15%	1%	nt	7%	nt
CC(OC(=O)CNC(=O)c1ccccc1)C(=O)Nc1ccc(S(=O)(=O)N2CCOCC2)cc1 (centres undefined)	i	-0.7%	2.5	-4%	3%	-5%	-3%	1%	10%
CCOC(=O)c1cnc2c(CC)cccc2c1NCCN1CCOCC1	?	-0.2%	2.3	3%	nt	-21%	-2%	-88%	-13%
Cc1ccc(C(C(=O)NC2CCCCC2)N(C(=O)c2csnn2)C2CCCC2)o1 (centres undefined)	i	-0.5%	-0.2	-1%	-7%	-1%	-2%	12%	?
O=C(OCC(O)C(O)COC(=O)c1ccccc1)c1ccccc1 (centres undefined)	i	-0.4%	-0.3	5%	-3%	?	2%	18%	nt
CC1CCN(C(=O)c2ccc3ccccc3c2)CC1	i	-0.8%	-1.1	-9%	17%	14%	8%	-1%	?
CC(=O)N1CC2(NC(=O)c3ccccc3N2)c2ccccc21 (centres undefined)	i	-0.1%	-2.1	6%	4%	-6%	0%	-10%	-5%
CCOc1cccc(OCCCNCCCOC)c1	i	-1.4%	-0.9	-6%	3%	24%	-2%	1%	3%
COc1cc(CN2C(=O)C(Cc3ccccc3)ON=C2c2ncccc2C)cc(OC)c1 (centres undefined)	i	0.1%	-0.3	4%	-1%	1%	nt	-2%	nt
c1ccc(N2CCN(C3CC4CCC3C4)CC2)cc1 (centres undefined)	i	-0.1%	2.5	14%	-3%	-1%	-4%	-4%	1%
O=C(NCC(=O)N1CCN(S(=O)(=O)/C=C/c2ccccc2)CC1)c1ccccc1F	i	0.8%	5.6	-6%	-22%	1%	0%	-2%	-18%
Cc1ccc(-n2nc3ccc(NC(=O)c4ccc5c(c4)OCO5)cc3n2)cc1	i	3.7%	-2.4	-9%	-13%	-6%	-7%	-16%	-19%
O=[N+]([O-])c1ccc(S(=O)(=O)NN=Cc2ccc3c(c2)OCO3)cc1	i	0.6%	0.5	8%	2%	23%	-7%	-4%	-6%
CCCc1nnc(SCC(=O)Nc2ccc(NC(C)=O)cc2)n1-n1cccc1	i	-0.7%	-5.8	3%	4%	-10%	0%	5%	-7%

An excerpt from above in order of heavy-atom count, falling.
SMILES	ATXN viability	Nrf2 ARE act	IL-2 act	EPAC2 agonist	ATXN2 expr inh	TGFb SMAD3 inh	A549 viability	HepG2 viability	Nrf2 block
O=C(NCC(=O)N1CCN(S(=O)(=O)/C=C/c2ccccc2)CC1)c1ccccc1F	i	0.8%	5.6	-6%	-22%	1%	0%	-2%	-18%
Cc1ccc(C(C(=O)NC2CCCCC2)N(C(=O)c2csnn2)C2CCCC2)o1 (centres undefined)	i	-0.5%	-0.2	-1%	-7%	-1%	-2%	12%	?
CCCc1nnc(SCC(=O)Nc2ccc(NC(C)=O)cc2)n1-n1cccc1	i	-0.7%	-5.8	3%	4%	-10%	0%	5%	-7%
O=C(OCC(O)C(O)COC(=O)c1ccccc1)c1ccccc1 (centres undefined)	i	-0.4%	-0.3	5%	-3%	?	2%	18%	nt

(more compounds)
SMILES	ATXN viability	Nrf2 ARE act	IL-2 act	EPAC2 agonist	ATXN2 expr inh	TGFb SMAD3 inh	A549 viability	HepG2 viability	Nrf2 block
O=C(NCc1ccccc1)c1cc(C2CCCCN2C(=O)c2ccc(Cl)cc2)on1 (centres undefined)	i	-0.5%	1.4	8%	-14%	-3%	nt	-18%	nt
N/C(=N\OC(=O)c1ccc(Cl)cc1)c1cccnc1	i	18%	0.5	5%	39%	3%	6%	-1%	?
Cc1ccc(NC(=O)COC(=O)C2(CC(=O)NC(C)(C)C)CCCC2)cc1C	?	0.0%	-0.9	2%	-19%	4%	-10%	-29%	-2%
CCc1ccc(NC(=O)C2CCN(S(=O)(=O)c3ccc4c(c3)NC(=O)C(C)S4)CC2)cc1 (centres undefined)	i	0.3%	-3.5	1%	?	?	-7%	-3%	?
CCOc1ccc(C(=O)c2cn(CC(=O)Nc3ccc(Cl)cc3)c3cc4c(cc3c2=O)OCCO4)cc1	?	0.4%	nt	nt	-23%	-17%	0%	-10%	8%
CCOc1ccccc1NC(=O)c1ccccc1N(C)S(=O)(=O)c1ccc(C)cc1	i	-0.5%	-5.2	5%	-16%	-3%	-9%	-15%	-12%
Cc1ccc2c(c1)C(C)CC(C)(C)N2C(=O)CN1CCN(C)CC1 (centres undefined)	i	-0.6%	-0.7	6%	nt	6%	1%	11%	7%
COc1cc2c(C(=O)N3CCN(c4cccc(Cl)c4)CC3)cn(C)c(=O)c2cc1OC	?	3.1%&-0.3%	-0.4	-8%	-13%&-12%	?	-10%&-2%	-10%&-4%	?
CCOC(=O)C1(Cc2cccc(Cl)c2)CCCN(C(=O)c2cc(C)on2)C1 (centres undefined)	i	3.4%	-2.6	-2%	41%[activator]	-6%	-4%	0%	0%
CCO[C@@H]1OC(C(=O)N2CCN(Cc3ccccc3)CC2)=C[C@H](c2coc3ccccc3c2=O)[C@H]1CCCO	i	2.4%	-0.3	6%	-17%	?	6%	-22%	?
COC(=O)c1ccc(Cl)cc1NC(=O)N1CCC(CN2CCCC2)CC1	nt	0.0%	nt	nt	nt	3%	2%	-2%	-23%
COc1ccc(/C=N/NS(=O)(=O)c2ccccc2)cc1OC	i	0.2%	0.5	4%	nt	-24%	-12%	-12%	?
Cc1ccc(NC(=O)COC(=O)CCc2ccccc2)c(Cl)c1	i	0.2%	4.3	15%	3%	-1%	-1%	-3%	9%
Cc1ccc2[nH]c(=O)c(CN(C(=O)c3cccc(Cl)c3)C(C)(C)C)cc2c1	i	0.0%	nt	nt	5%	7%	8%	-7%	17%
COc1ccc2[nH]c(=O)c(CN(C(=O)c3cccnc3)c3ccc(C)cc3C)cc2c1	i	-0.3%	-1.3	4%	3%	0%	-4%	-7%	-1%
COc1ccc(-c2c(C#Cc3ccsc3)c3cc(-c4ccc(C(N)=O)cc4)ccc3n2C)cc1	i	-1.0%	-1.5	4%	-22%	-1%	-4%	6%	-21%
COc1ccc(CCNC(=O)c2c(C)noc2C)cc1	i	0.4%	-2.0	10%	7%	3%	-2%	0%	-3%
CCOc1cccc(C2c3[nH]c4ccccc4c3CCN2C(=O)CSc2ccccc2)c1 (centres undefined)	nt	0.5%	nt	nt	nt	-28%	-19%	-17%	nt
Cc1ccc(Nc2nc(CSc3nnc(-c4ccc(F)cc4)n3C)cs2)cc1	i	6.8%	-0.5	5%	3%	?	0%	-12%	11%
O=C1CC(C(=O)N2CCN(c3ccccn3)CC2)CN1Cc1ccccc1Cl (centres undefined)	?	0.1%	-3.6	4%	4%	11%	2%	4%	-6%
COc1cccc(NC(=O)c2cnc(SCC(=O)NCc3ccc4c(c3)OCO4)n(C)c2=O)c1	i	0.3%	3.6	1%	32%[activator]	-7%	0%	-23%	?
CCCNC(=O)C1(C)CCN(CCOc2ccc(Cl)cc2)C1 (centres undefined)	i	2.2%	1.0	-3%	-14%	2%	nt	-14%	nt
CC(=O)c1sc(-c2ccc(F)cc2)cc1NS(=O)(=O)c1ccc(C)cc1	i	0.3%	0.8	5%	4%	0%	-12%	4%	1%
N#CCCN(Cc1ccccc1)C(=O)Nc1ccc2c(c1)CCO2	i	-0.8%	0.5	6%	-24%	1%	4%	-2%	-2%
Cc1nnc(N/N=C/c2c[nH]c3ccccc23)[nH]c1=O	i	15%	-2.0	15%	-14%	-5%	2%	-23%	-11%
O=C(c1ccncc1)c1nccn1-c1ccccn1	i	-0.8%	-1.2	10%	1%	6%	?	3%	0%
Cc1cccc(S(=O)(=O)N2CN(CC3CCCO3)c3nc4ccccc4nc32)c1 (centres undefined)	i	3.6%	-2.6	10%	6%	-8%	-5%	2%	-26%
